From PubChem BioAssay
HT1080 viability: cytotoxicity in HT1080 fibrosarcoma cells, cell-based, fluorescence readout (AID 620); HT1080 viability, fluorescence; higher % means a stronger effect; one-dose cytotoxicity, % at 10 µM; EC50 in µM for titrated hits; 87,000 tested, 0.42% active;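 further: cells exposed to compound overnight then 4 h with Alamar Blue; 0% = vehicle DMSO and 100% = killing control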
TNAP inhibition: human TNAP enzyme inhibitors, biochemical, luminescent (AID 518). Alkaline phosphatase, tissue-nonspecific isozyme (Homo sapiens). purified TNAP enzyme, luminescent substrate readout; higher % means a stronger effect. inhibition, % at 20 µM; hits with a dose series show IC50 in µM. 64,000 tested, 0.09% active; in the data active means a potency from the dose series; inactive means the rest, 99 in 100 with inhibition below about 22%;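 further: plate controls were vehicle for no effect and reference inhibitor for full effect; many of its hits are not listed in these tables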
Spn DPM-DC inh: S. pneumoniae DPM-DC inhibitors, primary screen, biochemical, PK/LDH-coupled NADH fluorescence. 65,000 tested, 0.49% active. AID 556, 2006. purified DPM-DC. calls only at 10 µM;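 active means the 320 compounds with the highest percent inhibition in the single-dose primary screen, excluding strongly autofluorescent ones, cut at about 32% in these data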;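 further: kinetic rate of NADH fluorescence loss reporting ADP formed by the decarboxylase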
PMK inhibit: S. pneumoniae PMK inhibitors, primary screen, biochemical, mevalonate pathway, pilot trial included. purified PMK, PK/LDH-coupled NADH absorbance 340 nm. inhibition, % at 10 µM. 65,000 tested, 0.49% active. phosphomevalonate kinase (Streptococcus pneumoniae D39);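 active means top-ranked compounds by inhibition in the single 10 µM screen, taking a fixed number of the strongest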;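 further: 0% = full reaction with DMSO carrier and 100% = background rate without enzyme reaction; no value below 0 was filed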
Spn MK inh: S. pneumoniae MK inhibitors, primary screen, biochemical, PK/LDH-coupled NADH absorbance. mevalonate kinase [Streptococcus pneumoniae D39]. inhibition, % at 10 µM. AID 555, 2006. 65,000 tested, 0.48% active. purified MK, PK/LDH-coupled NADH absorbance 340 nm;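 active means ranked among the strongest by inhibition in the single 10 µM screen, a fixed top-ranked set picked for dose follow-up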; further: no value below 0 was filed
Bfl-1 displacement: Bfl-1 inhibitors, primary screen, biochemical, fluorescence polarization, FITC-Bid, mouse (AID 432); Bcl-2-related protein A1 (Mus musculus); FITC-Bid BH3 peptide fluorescence polarization displacement; higher % means a stronger effect; displacement, % at 20 µM, or IC50 in µM where a hit was titrated; 64,000 tested, 0.02% active; in the data active means a potency from the dose series; inactive means the rest, 99 in 100 with displacement below about 15%; further: strong numbers were not always called active
HPDE-C7 cytotoxicity: cytotoxicity in HPDE-C7 cells, cell-based, fluorescence, HTS (AID 430); HPDE-C7 pancreatic duct cells viability, fluorescence; higher % means a stronger effect; one-dose cytotoxicity, % at 10 µM; EC50 in µM for titrated hits; 63,000 tested, 1.8% active;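 further: cells exposed to compound for 48 hours before viability readout; 0% = vehicle and 100% = reference cytotoxic drug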
LYP inhibition: LYP phosphatase inhibitors, primary screen, biochemical, DiFMUP fluorescence, recombinant catalytic domain, 10 µM (AID 606); 52,000 tested, under 10 active; Tyrosine-protein phosphatase non-receptor type 22 (Homo sapiens); inhibition, % at 10 µM, or IC50 in µM where a hit was titrated; recombinant LYP catalytic domain, DiFMUP fluorescence; higher % means a stronger effect;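 active means IC50 under 40 µM in the dose-response test; inactive means IC50 of 40 µM or more, or never dose-tested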
KRASV12 cytotoxicity: cytotoxicity in KRAS-transformed pancreatic duct cells, primary screen, cell-based, fluorescence, HTS (AID 431) | cytotoxicity, % at 10 µM; hits with a dose series show EC50 in µM | 63,000 tested, 1.7% active | HPDE-C7K KRASV12 cells, Alamar Blue viability, 48 h; higher % means a stronger effect;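 active means compounds whose percent cytotoxicity in the single-dose primary screen, scaled between solvent and toxic-drug controls, exceeds 50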;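 further: 0% = DMSO solvent wells and 100% = doxorubicin-treated wells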
PMK inhibit pilot replicates: also measured in PMK inhibit; calls as there; inhibition, %; measured here: pilot screen replicates
Spn MK inh pilot replicates: second read-out of Spn MK inh, no call of its own (marks repeat the call); inhibition, %; measured here: pilot screen replicates
Spn DPM-DC inh pilot screen %: also measured in Spn DPM-DC inh; calls as there; inhibition, %; measured here: pilot screen trials
* marks the source's active call; other numbers are inactive results; i = inactive; . = not tested or not shown. Unless noted, no stated cut-off is given here; in the data, active means cytotoxicity above about 50%; inactive means the rest.

SMILES | HT1080 viability | TNAP inhibition | Spn DPM-DC inh | PMK inhibit | Spn MK inh | Bfl-1 displacement | HPDE-C7 cytotoxicity | LYP inhibition | KRASV12 cytotoxicity | others
Cc1ccc(-c2cc(C(=O)Nc3cc(C)ccc3C)[nH]n2)c(O)c1 | -11% | -4% | i | 9 | 4 | -3% | -26% | 5% | -13% | PMK inhibit pilot replicates=0.0;Spn MK inh pilot replicates=0.0;Spn DPM-DC inh pilot screen %=0.0
COc1cccc(C(=O)NC2=NCCS2)c1OC | 1% | 8% | i | 10 | 2 | 0% | -15% | -6% | -10%
Cc1cc(NC(=O)c2cc3ccccc3o2)cc(C)c1OCC(=O)N1CCOCC1 | 14% | 12% | i | 11 | 11 | -7% | -5% | . | 6% | PMK inhibit pilot replicates=0.5;Spn MK inh pilot replicates=1.0;Spn DPM-DC inh pilot screen %=3.0
CCN(C(=O)CSc1nc2nc(C)cc(C)n2n1)c1cccc(C)c1 | 4% | 2% | i | 23 | 0 | 4% | -9% | -3% | -1%
Cc1ccccc1CS(=O)(=O)Cc1ccc(C(=O)NCc2ccccn2)o1 | 0% | 8% | i | 16 | 0 | 8% | 6% | 15% | -4%
Cc1nnc(SCc2ccc(F)cc2)s1 | 8% | 11% | i | 2 | 0 | -3% | 105%* | 7% | -2%
CCC(c1ccccc1)c1nc(-c2ccccn2)no1 (stereo not drawn) | 0% | 7% | i | 4 | 6 | -1% | 6% | 21% | -3%
CCn1c(=O)c(C(=O)NCc2ccc(OC)c(OC)c2)c(O)c2ccccc21 | 15% | 5% | i | 6 | 13 | -2% | 7% | 6% | -12%
CCCCCNC(=O)C(C)NS(=O)(=O)c1ccc(OC)cc1 (stereo not drawn) | . | 7% | i | 0 | 0 | -8% | 7% | -2% | -2%
Cc1cc(=O)n2c(ccc3ccccc32)c1C#N | 8% | 8% | . | 5 | 7 | -7% | -5% | -1% | -1%
O=C(Cn1nnc(-c2ccc(Cl)cc2)n1)NC1CC2CCC1C2 (stereo not drawn) | -3% | 6% | i | 2 | 8 | 3% | -6% | 2% | -6%
Cc1sc2nc(C(C)C)nc(SCC(=O)NCc3ccco3)c2c1C | 33% | 16% | i | 7 | 4 | 9% | 5% | . | 7%
Cc1ccc2c(CSc3nnc(C4CC4)n3N)cc(=O)oc2c1 | 3% | 9% | i | 13 | 0 | -5% | 0% | 7% | 6%
O=C(c1cc(-c2cccs2)on1)N1CCc2ccccc2C1 | 7% | 12% | i | 8 | 3 | -1% | 2% | 10% | 21% | PMK inhibit pilot replicates=4.0;Spn MK inh pilot replicates=2.0;Spn DPM-DC inh pilot screen %=0.0
c1coc(-c2nnc(SCc3cn4ccccc4n3)o2)c1 | 5% | -5% | i | 11 | 2 | -8% | -6% | 5% | -6%
O=C(c1ccco1)N1CCN=C1SCc1cccc(Cl)c1 | 2% | 10% | i | 1 | 9 | -5% | -5% | 2% | -8%
CCOC(=O)c1c(C)nn(Cc2ccccc2)c1N | . | 6% | i | 1 | 0 | -5% | -2% | -7% | -4%
CCOc1ccc(N2CCCn3c2nc2c3c(=O)n(CCc3ccccc3)c(=O)n2C)cc1 | 2% | 13% | i | 0 | 6 | -2% | -12% | . | -1%
CCOc1ccc(S(=O)(=O)NCc2csc(C)n2)cc1 | 5% | . | i | 13 | 3 | . | . | 13% | .
O=C(c1ccc(S(=O)(=O)NCC2CCCO2)cc1)N1CCc2ccccc21 (stereo not drawn) | 0% | 6% | i | 5 | 5 | -1% | 0% | 0% | -9%
COCc1cc(C)nc(N2CCOCC2)c1C#N | 3% | 1% | . | 14 | 3 | -9% | 10% | -7% | 6%
COC(=O)c1ccc(CSc2nnc(NCc3ccccc3)s2)o1 | 30% | 9% | i | 16 | 0 | 2% | -3% | . | -2%
CCCC(=O)N=C1SC2CS(=O)(=O)CC2N1c1ccc(CC)cc1 (stereo not drawn) | 5% | 13% | i | i | i | -5% | 3% | 0% | 6% | PMK inhibit pilot replicates=2.0;Spn MK inh pilot replicates=0.5;Spn DPM-DC inh pilot screen %=0.0
CN(C)S(=O)(=O)N1CCCN(S(=O)(=O)N(C)C)CC1 | -11% | 0% | i | 7 | 1 | 2% | -16% | 5% | -17%

Reprinted from above for reference:
SMILES | HT1080 viability | TNAP inhibition | Spn DPM-DC inh | PMK inhibit | Spn MK inh | Bfl-1 displacement | HPDE-C7 cytotoxicity | LYP inhibition | KRASV12 cytotoxicity | others
CCOc1ccc(N2CCCn3c2nc2c3c(=O)n(CCc3ccccc3)c(=O)n2C)cc1 | 2% | 13% | i | 0 | 6 | -2% | -12% | . | -1%
CCOc1ccc(S(=O)(=O)NCc2csc(C)n2)cc1 | 5% | . | i | 13 | 3 | . | . | 13% | .

Remaining list, next part
SMILES | HT1080 viability | TNAP inhibition | Spn DPM-DC inh | PMK inhibit | Spn MK inh | Bfl-1 displacement | HPDE-C7 cytotoxicity | LYP inhibition | KRASV12 cytotoxicity | others
Cc1ccc(NC(=O)C2CCCN(S(=O)(=O)c3cccs3)C2)cc1 (stereo not drawn) | 2% | 3% | i | 4 | 4 | -3% | -12% | 4% | -9%
CCc1cc2c(N3CCN(c4ccccc4)CC3)ncnc2s1 | -15% | 11% | i | 0 | 8 | 0% | 75%* | 11% | 91%*
CCCCN(CC)S(=O)(=O)c1ccc(C(=O)Nc2nnc(-c3cccs3)o2)cc1 | 0% | 9% | i | 12 | 3 | 5% | 49% | -3% | 53%*
COc1ccccc1-c1cc(C(=O)Nc2c(C)n(C)n(-c3ccccc3)c2=O)no1 | 11% | 15% | i | 14 | 1 | 2% | 3% | 13% | 2%
O=C(Oc1ccccc1C(=O)Oc1ccccc1)c1ccco1 | 8% | 10% | i | 0 | 2 | -6% | -22% | 9% | -13%
CCOC(=O)C1CCN(C(c2cc3ccc(C)cc3[nH]c2=O)c2nnnn2C2CCCCC2)CC1 (stereo not drawn) | -11% | -2% | i | 11 | 16 | -4% | 9% | 8% | 2%
CCCC1=C(C(=O)OCC)C(c2ccccc2OCC)NC(=O)N1C (stereo not drawn) | -8% | 5% | i | 1 | 0 | -7% | -8% | 0% | 5%
COc1ccc(NC(=O)CSc2nnc(Cc3cccn3C)n2CCc2ccccc2)cc1OC | 2% | 22% | i | 4 | 0 | 6% | 4% | -2% | 6%
O=C(CCCn1c(=O)[nH]c2cc(Cl)ccc2c1=O)NCCN1CCN(c2ccccc2)CC1 | . | -6% | i | 0 | 5 | -10% | -28% | 11% | -13%
CC1=C(C(=O)N2CCc3ccccc32)C2(CCC(C)CC2)OC1=O (stereo not drawn) | -1% | 9% | i | 5 | 4 | 1% | -10% | 12% | -2%
CC1CN(CCC(=O)Nc2ccc3c(c2)OCO3)CC(C)O1 (stereo not drawn) | -3% | 8% | i | 7 | 8 | -5% | -10% | 12% | -9%
COc1ccc(C2NC(=O)NC(O)(C(F)(F)F)C2C(=O)c2ccc(F)cc2)cc1 (stereo not drawn) | -3% | 19% | i | 0 | 10 | 1% | -8% | . | -10%
CC(=O)Nc1ccc(S(=O)(=O)N2CCN(c3nc(NC4CCCC4)c4ccccc4n3)CC2)cc1 | 4% | 5% | . | 9 | 2 | -2% | 12µM* | 3% | 13µM*
Oc1c(Cl)cc(Cl)cc1Sc1cc(Cl)cc(Cl)c1O | -1% | 29% | i | 32 | 11 | 19% | 1.2µM* | 11% | 1.3µM* | PMK inhibit pilot replicates=4.0;Spn MK inh pilot replicates=2.0;Spn DPM-DC inh pilot screen %=4.0
Cc1ccc(NC2=NCC(=O)N2Cc2ccc3c(c2)OCO3)cc1 | -1% | 7% | i | 3 | 2 | -7% | 5% | -14% | 1%
NC(=O)NCC12CC3CC(CC(C3)C1)C2 | -7% | 6% | i | 19 | 0 | -10% | 3% | 2% | -4%
c1ccc(-n2c(SCC3CCCCO3)nnc2-c2cccs2)cc1 (stereo not drawn) | 19% | 2% | i | 8 | 0 | -1% | -2% | 3% | -3%
O=C(NCCCN1CCOCC1)c1ccc(CS(=O)(=O)c2ccc(Br)cc2)o1 | -11% | 11% | i | 5 | 0 | 8% | -10% | 4% | -1%
CCCCCCOc1cccc(N)c1 | -9% | 9% | i | 9 | 11 | -8% | -9% | -2% | -8%
CCCN(CCC)c1ncnc2nc[nH]c12 | -1% | -11% | i | 5 | 7 | 5% | -7% | 4% | 2%
CCOC(=O)Cc1nn(CCc2ccccn2)c(=O)c2ccccc12 | 6% | 11% | i | 8 | 11 | -1% | . | 7% | .
C1CNCCNCCNCCN1 | -4% | 5% | i | 1 | 0 | -7% | 17% | 13% | -2% | PMK inhibit pilot replicates=2.5;Spn MK inh pilot replicates=0.0;Spn DPM-DC inh pilot screen %=0.0
N#Cc1nc(COc2ccc(F)cc2)oc1NCCCn1ccnc1 | 4% | 0% | i | 9 | 10 | -6% | -11% | 14% | -14%
CC1(C)O[C@@H]2C[C@H]3[C@@H]4C[C@H](F)C5=CC(=O)CC[C@]5(C)[C@H]4[C@@H](O)C[C@]3(C)[C@]2(C(=O)CO)O1 | 7% | 6% | i | 1 | 7 | -2% | -9% | 23% | 4% | PMK inhibit pilot replicates=0.0;Spn MK inh pilot replicates=4.0;Spn DPM-DC inh pilot screen %=1.0
O=C1CC(c2ccccc2)n2nc(N3C(=O)c4ccccc4C3=O)nc2N1 (stereo not drawn) | -2% | 2% | i | 0 | 2 | 1% | -9% | . | -10%
CCCc1nc2sc3ccccc3c(=O)c2c(=O)n1Cc1ccco1 | 21% | 20% | i | 8 | 18 | -7% | 5% | . | 0%
CC(C)Cn1c(CCC(=O)O)ccc1-c1cccs1 | -8% | . | . | 5 | 7 | . | . | 19% | .
O=S1(=O)C=C(N2CCCCC2)c2ccccc21 | -7% | 9% | i | 10 | 8 | -2% | 6% | 3% | -3%
COc1ccc2[nH]c(=O)c(CN(Cc3cccs3)S(=O)(=O)c3cccc4nsnc34)cc2c1 | 20% | 8% | i | 5 | 6 | 0% | -22% | 36% | -22% | PMK inhibit pilot replicates=0.5;Spn MK inh pilot replicates=1.0;Spn DPM-DC inh pilot screen %=2.0
Cc1ccc(NC(=O)CSc2nnc(Cn3cnc4ccccc43)o2)cc1 | -1% | -1% | i | 12 | 8 | -9% | -18% | 15% | -18%
COc1ccc(Cl)cc1NC(=O)c1ccoc1C | -7% | 9% | i | 0 | 4 | -1% | 6% | 5% | 2%
Cc1ccc(-c2nnn(CC(=O)N(CC3CCCO3)C(C(=O)NC(C)(C)C)c3ccc(F)cc3)n2)o1 (stereo not drawn) | 1% | -13% | i | 12 | 10 | -5% | 2% | -4% | 4% | PMK inhibit pilot replicates=1.0;Spn MK inh pilot replicates=1.5;Spn DPM-DC inh pilot screen %=4.5
c1ccc(-c2nc(-c3ccncc3)no2)cc1 | -12% | 8% | i | 0 | 7 | -3% | -10% | 9% | -12%
